ERG-DNA inh: qHTS for Small Molecule Inhibitors of the ERG Ets/DNA interaction; Transcriptional regulator ERG (Homo sapiens), P11308; fluorescence polarization, His-ERG Ets domain / labelled DNA; Potency, µM (top dose mostly 76.9 µM), for inactives: at the top dose FP activity, negative = inhibition, usual class: inhibitors; hit rate 0.028% among 370,000; AID 624246, 2012; active = well fitted inhibition curve with a large enough effect in the polarisation, with a control signal flat; inconclusive = small, poorly fitted or top-dose-only effect, or effect the other way, or a change in a side signal; inactive = no such curve, though single readings can be large or run the other way; the % refers to the polarisation;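 note: polarization taken with two DNA probes labelled with fluorescein and Texas red; potency is the fitted concentration of half-maximal effect; % of control where 0% means no effect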
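His-tagged ERG Ets domain (1 uM in the protein solution; 300mM KCl, 50mM Tris-HCl, 1mM EDTA, 1mM DTT, pH 7.5) received compound, then a probe mix of 5 nM fluorescein-DNA and 100nM Texas-615-DNA. Fluorescence polarization was read for both dyes.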
G9a block: qHTS Assay for Inhibitors of Histone Lysine Methyltransferase G9a; hit rate 8.8% among 350,000; G9a H3K9 monomethylation, AlphaScreen, 2 h; Potency, µM (highest dose often 102 µM), inactives show at the highest dose activity, negative = inhibition, most hits filed as inhibitors; Histone-lysine N-methyltransferase EHMT2 (Homo sapiens), Q96KQ7; note: potency is the fitted concentration of half-maximal effect; % is set by controls: 0 for no effect and ±100 for the full control effect; nearly all actives have a fitted effect of over 75% in size
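Methyltransferase reactions run at room temperature for 2 h (20 nM enzyme, 500 nM biotin-H3K9 peptide, 20 uM SAM) after a 15 min compound preincubation; product detected by AlphaScreen beads and anti-H3K9me1 antibody.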
GLS inh: qHTS for Inhibitors of Glutaminase (GLS); GLS enzymatic activity, qHTS titration; Glutaminase kidney isoform, mitochondrial (Homo sapiens), O94925; hit rate 0.21% among 410,000; Potency, µM (top dose mostly 45.5 µM), without a hit: top-dose activity change, negative = inhibition, usual class: inhibitors; note: potency is the fitted concentration of half-maximal effect; % is set by controls: 0 for no effect and ±100 for the full control effect
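Human kidney-isoform GLS in 45 mM KH2PO4 pH 8.2, 0.02% Tween-20, with compound, started with 1mM L-Glutamine (added stock). Glutamate oxidase/HRP/Amplex red coupled fluorescence read at start and after 30 min at RT.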
JMJD2A Tudor: qHTS Assay for Inhibitors of JMJD2A-Tudor Domain; Lysine-specific demethylase 4A (Homo sapiens), O75164; AlphaScreen JMJD2A-Tudor / H3K4me3 peptide binding; Potency, µM (highest dose often 114 µM), without a hit: top-dose activity change, negative = inhibition, usual class: inhibitors; hit rate 4.4% among 390,000; note: potency is the fitted concentration of half-maximal effect; % is set by controls: 0 for no effect and ±100 for the full control effect; nearly all actives have a fitted effect of over 50% in size
BAZ2B block: qHTS Assay for Inhibitors of BAZ2B; Bromodomain adjacent to zinc finger domain protein 2B (Homo sapiens), Q9UIF8; AlphaScreen BAZ2B-H3K14Ac peptide displacement; Potency, µM (highest dose often 114 µM), for the others: top-dose activity change, negative = inhibition, actives largely listed as inhibitors; hit rate 4.4% among 360,000; AID 504333, 2011; note: potency is the fitted concentration of half-maximal effect; % is set by controls: 0 for no effect and ±100 for the full control effect; nearly all actives have a fitted effect of over 60% in size
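AlphaScreen displacement: compounds (up to 110uM) incubated 30 min at room temperature with a preformed 50 nM BAZ2B/50 nM biotinylated H3K14Ac peptide complex in PBS pH 7.4 with Tween-20. Donor and acceptor beads at 10 ug/mL final added, 20 min light-protected before reading.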
HP1b binding inh: HTS for Inhibitors of HP1-beta Chromodomain Interactions with Methylated Histone Tails; Potency, µM (highest dose often 114 µM), for inactives: at the top dose activity change, negative = inhibition, most hits filed as inhibitors; AlphaScreen HP1-beta / biotin-H3K9me3 peptide binding; hit rate 0.56% among 390,000; AID 540317, 2011; note: potency is the fitted concentration of half-maximal effect; nearly all actives have a fitted effect of over 70% in size; inactives centre near 23
Target sequence (P83916 whole entry, looked up): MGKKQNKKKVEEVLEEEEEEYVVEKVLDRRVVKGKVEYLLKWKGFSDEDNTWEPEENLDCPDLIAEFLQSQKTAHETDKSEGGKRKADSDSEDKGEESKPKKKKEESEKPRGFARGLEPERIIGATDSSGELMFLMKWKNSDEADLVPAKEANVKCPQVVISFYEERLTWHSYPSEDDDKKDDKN
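HP1-beta protein (50 nM final) preincubated 30 min at room temperature with biotinylated H3(1-18)K9me3 peptide (50 nM) in PBS pH 7.4, 0.01% Tween-20, then compound added for 30 min. AlphaScreen streptavidin donor/nickel chelate acceptor beads (10 ug/mL final), 30 min dark, luminescence read.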
PI4K2A inh: qHTS for small molecular inhibitors of PI4K2A | Phosphatidylinositol 4-kinase type 2-alpha (Homo sapiens), Q9BTU6 | purified PI4K2A, ADP-Glo luminescence, 1 h; hits give low values | activity change, negative = inhibition, % at 76.9 µM | hit rate 0.13% among 420,000 | AID 1346378, 2018; in the data active = activity change below about -50%; inconclusive = mostly about -30% to -49%;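 note: -100% = wells without enzyme as full effect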
Target sequence (Q9BTU6 whole entry, looked up): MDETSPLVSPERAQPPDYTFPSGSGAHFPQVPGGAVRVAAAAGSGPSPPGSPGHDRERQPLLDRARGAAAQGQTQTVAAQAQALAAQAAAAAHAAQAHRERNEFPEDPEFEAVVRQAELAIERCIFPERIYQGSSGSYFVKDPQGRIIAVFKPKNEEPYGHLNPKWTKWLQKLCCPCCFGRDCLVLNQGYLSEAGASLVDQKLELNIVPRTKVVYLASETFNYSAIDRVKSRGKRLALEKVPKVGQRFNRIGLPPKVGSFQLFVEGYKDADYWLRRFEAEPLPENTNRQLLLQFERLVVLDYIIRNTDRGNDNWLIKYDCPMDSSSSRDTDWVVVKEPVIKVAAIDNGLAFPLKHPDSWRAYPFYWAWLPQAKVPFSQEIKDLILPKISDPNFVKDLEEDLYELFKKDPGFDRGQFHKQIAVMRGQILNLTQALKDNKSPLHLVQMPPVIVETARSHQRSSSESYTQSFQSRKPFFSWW
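In this quantitative HTS, ADP production by PI4K2A was quantified luminescently after 1 h at ambient temperature; 100 microM adenosine served as plate-quality control.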
RGS4 inhibitor: Inhibitors of Regulator of G Protein Signaling (RGS) 4: qHTS | Regulator of G-protein signaling 4 (Homo sapiens), P49798 | hit rate 0.039% among 390,000 | Potency, µM (doses to about 114 µM), without a hit: top-dose activity change, negative = inhibition, usual class: inhibitors | Transcreener GDP fluorescence polarization, RGS4-accelerated GTP hydrolysis; note: potency is the fitted concentration of half-maximal effect; % is set by controls: 0 for no effect and ±100 for the full control effect; nearly all actives have a fitted effect of over 75% in size; some results filed as inactive show a strong effect at the top dose
Target sequence (P49798 whole entry, looked up): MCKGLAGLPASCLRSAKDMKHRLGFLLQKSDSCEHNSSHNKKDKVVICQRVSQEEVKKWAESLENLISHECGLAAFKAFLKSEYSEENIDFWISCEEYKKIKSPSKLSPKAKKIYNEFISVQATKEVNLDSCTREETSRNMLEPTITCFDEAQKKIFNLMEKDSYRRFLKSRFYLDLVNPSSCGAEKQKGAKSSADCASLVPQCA
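MLSMR compounds (23 nl, pin-transferred) preincubated 10 min at room temperature with a 500nM (2x) first reagent, then RGS4 at 900nM (2x) plus Transcreener GDP mix added; fluorescence polarization (620/688 nm) read before and after 90 min at 30 °C.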
ALOX12 inh: Primary qHTS assay for inhibitors of human arachidonate 12S-lipoxygenase (ALOX12): Round 2 | Polyunsaturated fatty acid lipoxygenase ALOX12 (Homo sapiens), P18054 | purified 12hLO, xylenol orange hydroperoxide absorbance | Potency, µM (titrated, usually from 108 µM), for the others: top-dose activity change, negative = inhibition, most hits filed as inhibitors | hit rate 1.1% among 580,000; note: potency is the fitted concentration of half-maximal effect; % is set by controls: 0 for no effect and ±100 for the full control effect
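Purified human 12hLO at 150 nM in 25 mM Hepes, 0.01% Triton X-100, pH 7.0, preincubated 15 min at room temperature with compound. Reaction started with 40 uM arachidonic acid, 30 min at room temperature. Hydroperoxide measured by Fe-xylenol orange, 573/405 nm absorbance ratio.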
* = called active by the depositor; [ ] = another dose, or the depositor's remark. Unless noted, calls come from the whole dose curve; as a rule, active = well fitted curve in the direction sought with a large enough effect; inconclusive = small, poorly fitted or top-dose-only effect, or another doubt; inactive = no such curve, though single readings can be large; an effect the other way counts as inactive or inconclusive.

Screening COc1ccccc1C=NN1C(=O)CSC1=S returned ERG-DNA inh 42%[activator], GLS inh 23%, JMJD2A Tudor inconclusive, HP1b binding inh inconclusive, PI4K2A inh 4, RGS4 inhibitor inconclusive and ALOX12 inh -17%.
Screening COc1cccc(OC)c1OCC(O)CN1CCN(c2ccc(F)cc2)CC1 (stereo unspecified) returned ERG-DNA inh 4%, G9a block inconclusive, GLS inh 29%, JMJD2A Tudor -17%, BAZ2B block -33%, HP1b binding inh 14%, PI4K2A inh -1, RGS4 inhibitor 16% and ALOX12 inh -24%.
For CC1(C)Cc2c(sc(NC(=O)c3ccc(C(=O)c4ccccc4)cc3)c2C#N)C(C)(C)N1 the results were ERG-DNA inh 8%, GLS inh 0%, JMJD2A Tudor -17%, BAZ2B block -15%, HP1b binding inh -10%, PI4K2A inh -4, RGS4 inhibitor -16% and ALOX12 inh 3%.
Cc1ccccc1CCNC(=O)C1CCC(=O)N(CCc2cccc(F)c2)C1 (stereo unspecified) was read as ERG-DNA inh 6%, G9a block 6%[12.7 µM], GLS inh 3%, JMJD2A Tudor inconclusive, BAZ2B block 8%, HP1b binding inh 20%, PI4K2A inh -2, RGS4 inhibitor -28%[56.9 µM] and ALOX12 inh 0%.
CCN(CC)CCCNC(=O)CSc1nc(-c2ccc(F)cc2)cc(C(F)(F)F)n1 was read as ERG-DNA inh -2%, G9a block 0%, GLS inh 3%, JMJD2A Tudor -2%, BAZ2B block -3%, HP1b binding inh 10%, PI4K2A inh 2, RGS4 inhibitor 28% and ALOX12 inh -17%.
Screening CCc1ccc(OCCn2c(C3CC(=O)N(Cc4ccc(F)cc4)C3)nc3ccccc32)cc1 (stereo unspecified) returned ERG-DNA inh -2%, G9a block -30%[59 µM], GLS inh 0%, JMJD2A Tudor -24%, BAZ2B block -38%, HP1b binding inh 22%, PI4K2A inh 2, RGS4 inhibitor -8% and ALOX12 inh 0%.
Screening CCOc1cc(/C=C2\N=C(SC(C)C(N)=O)N(c3ccc(OC(F)F)cc3)C2=O)ccc1O (stereo unspecified) returned ERG-DNA inh 100%[activator], G9a block inconclusive, GLS inh 0%, JMJD2A Tudor inconclusive, BAZ2B block -34%, HP1b binding inh -3%, PI4K2A inh -2, RGS4 inhibitor 1% and ALOX12 inh 354%[activator].
Screening CCOc1ccccc1Nc1nnc(SCC(=O)Nc2nc(-c3ccc(OC)cc3)cs2)s1 returned ERG-DNA inh -4%, G9a block 8.9µM*, GLS inh 12%, JMJD2A Tudor inconclusive, BAZ2B block -9%, HP1b binding inh 33%, PI4K2A inh 9, RGS4 inhibitor -14% and ALOX12 inh 14%.
For Cc1cc(N2CCCCC2)nc2ccc(NC(=O)c3cccc(F)c3)cc12 the results were ERG-DNA inh 2%, G9a block -2%[59 µM], GLS inh 2%, JMJD2A Tudor -19%, BAZ2B block -15%, HP1b binding inh 32%, PI4K2A inh -1, RGS4 inhibitor -7% and ALOX12 inh -17%.
Screening COCCN1C(=O)c2ccccc2C(C(=O)NCC2CCCO2)C1c1c[nH]c2ccccc12 (stereo unspecified) returned ERG-DNA inh -24%, G9a block 7%, GLS inh -3%, JMJD2A Tudor -5%, BAZ2B block 8%, HP1b binding inh 23%, PI4K2A inh 2, RGS4 inhibitor 6% and ALOX12 inh 0%.
Screening Cc1ccn2cc(-c3ccc(O)c(O)c3)nc2c1 returned ERG-DNA inh 9%, G9a block 8.9µM*, GLS inh inconclusive, JMJD2A Tudor 40µM*, BAZ2B block 71µM*, HP1b binding inh inconclusive, PI4K2A inh inconclusive, RGS4 inhibitor -17% and ALOX12 inh inconclusive.
For C=CCSc1nnc(CC(OC)OC)n1-c1ccccc1 the results were ERG-DNA inh 2%, G9a block -11%, GLS inh -2%, JMJD2A Tudor -1%, BAZ2B block 2%, HP1b binding inh 52%[activator], PI4K2A inh -2, RGS4 inhibitor -13% and ALOX12 inh -11%.
Screening COc1cc(C2=NOC(C(=O)NCc3cccnc3)C2)cc(OC)c1OC (stereo unspecified) returned ERG-DNA inh 5%, G9a block -19%, GLS inh 3%, JMJD2A Tudor 1%, BAZ2B block -2%, HP1b binding inh 20%, PI4K2A inh -6, RGS4 inhibitor -7% and ALOX12 inh 0%.
`CC1=C(C(=O)Nc2ccc(C)cc2C)C(c2ccc[nH]2)n2ncnc2N1` (stereo unspecified) gave ERG-DNA inh -4%, G9a block 15%[59 µM], GLS inh 5%, JMJD2A Tudor -3%, BAZ2B block 5%, HP1b binding inh 24%[57 µM], PI4K2A inh 1, RGS4 inhibitor -9% and ALOX12 inh -26%.
COc1ccc(NC(=O)n2nc(OC(=O)c3cccs3)cc2N)cc1 was read as ERG-DNA inh 5%, G9a block inconclusive, GLS inh 21%, JMJD2A Tudor inconclusive, BAZ2B block -23%, HP1b binding inh -8%, PI4K2A inh -5, RGS4 inhibitor -50% and ALOX12 inh 36%[activator].
CCS(=O)(=O)N1Cc2ccccc2CC1C(=O)NCCc1ccccc1 (stereo unspecified) was read as ERG-DNA inh 11%, G9a block 29%, GLS inh 3%, JMJD2A Tudor -7%, BAZ2B block -1%, HP1b binding inh 26%, PI4K2A inh -3, RGS4 inhibitor 13% and ALOX12 inh 0%.
Cc1ccc(S(=O)(=O)NCC(=O)OCc2nnc(-c3ccccc3)o2)cc1 was read as ERG-DNA inh -1%, G9a block 7%, GLS inh -13%, JMJD2A Tudor -11%, BAZ2B block -10%, HP1b binding inh 26%, PI4K2A inh -5, RGS4 inhibitor -10% and ALOX12 inh -47%.
For Cc1[nH]ccc(=O)c1OCc1ccccc1 the results were ERG-DNA inh -10%, G9a block 14%[59 µM], GLS inh -9%, JMJD2A Tudor -17%, BAZ2B block -1%, HP1b binding inh 18%, PI4K2A inh 0, RGS4 inhibitor -1% and ALOX12 inh 3%.
`COc1ccc(NC(=O)Cn2cnc3c(oc4ccccc43)c2=O)cc1OC` gave ERG-DNA inh 4%, G9a block 3%[59 µM], GLS inh 1%, JMJD2A Tudor -28%, BAZ2B block -27%, HP1b binding inh 36%, PI4K2A inh -1, RGS4 inhibitor -14% and ALOX12 inh -7%.
`C=CCn1c(SCC(=O)Nc2ccc(F)cc2)nc2cc(C(=O)O)ccc2c1=O` gave ERG-DNA inh -2%, G9a block -29%, GLS inh 7%, JMJD2A Tudor 1%, BAZ2B block -10%, HP1b binding inh 29%, PI4K2A inh 1, RGS4 inhibitor 14% and ALOX12 inh -3%.
Screening CC1=C(C(=O)OCC(C)C)C(c2cc3c(cc2Br)OCO3)NC(=O)N1C (stereo unspecified) returned ERG-DNA inh -13%, G9a block inconclusive, GLS inh -1%, JMJD2A Tudor -14%, BAZ2B block 0%, HP1b binding inh 10%, PI4K2A inh 13, RGS4 inhibitor -16% and ALOX12 inh -8%.
For CC(=O)c1ccc(N2CCN(c3ncnc4c3c(-c3ccccc3)cn4-c3cccc(C)c3)CC2)cc1 the results were ERG-DNA inh 3%, G9a block -18%[59 µM], GLS inh -12%, JMJD2A Tudor -32%, BAZ2B block inconclusive, HP1b binding inh 7%, PI4K2A inh 0, RGS4 inhibitor 17% and ALOX12 inh -14%.
For O=C(CN1CCN(C(=O)c2ccccc2)CC1)Nc1ccccc1 the results were ERG-DNA inh 19%, G9a block inconclusive, GLS inh -1%, JMJD2A Tudor -14%, BAZ2B block 13%, HP1b binding inh 20%, PI4K2A inh 4, RGS4 inhibitor 2% and ALOX12 inh 1%.
CCOC(=O)c1[nH]c(C)c(/C(O)=C2\C(=O)C(=O)N(CCCn3ccnc3)C2c2ccncc2)c1C (stereo unspecified) was read as ERG-DNA inh -10%, G9a block 50µM*, GLS inh -1%, JMJD2A Tudor 35µM*, BAZ2B block inconclusive, HP1b binding inh 21%, PI4K2A inh -1, RGS4 inhibitor -34% and ALOX12 inh -11%.

By substructure: the entries above containing two or more sulfur atoms (two)
Screening COc1ccccc1C=NN1C(=O)CSC1=S returned ERG-DNA inh 42%[activator], GLS inh 23%, JMJD2A Tudor inconclusive, HP1b binding inh inconclusive, PI4K2A inh 4, RGS4 inhibitor inconclusive and ALOX12 inh -17%.
Screening CCOc1ccccc1Nc1nnc(SCC(=O)Nc2nc(-c3ccc(OC)cc3)cs2)s1 returned ERG-DNA inh -4%, G9a block 8.9µM*, GLS inh 12%, JMJD2A Tudor inconclusive, BAZ2B block -9%, HP1b binding inh 33%, PI4K2A inh 9, RGS4 inhibitor -14% and ALOX12 inh 14%.

This is a subset. The share of hits here may be higher or lower than overall.
